High-throughput results from PubChem.
APP 5UTR inh: inhibitors of APP translation via 5'UTR reporter, primary screen, APP 5'UTR luciferase, SH-SY5Y cells; AID 1285, 2008; SH-SY5Y APP 5'UTR-luciferase reporter, luminescence; inhibition, % at 2 µM; 190,000 compounds, 0.82% hits;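 active = inhibition above a set limit, derived from the sample mean plus 3 SD, cut at about 45% in these data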; also: values of inactives mirror those of a sister screen read the other way
G6PDH CS: L. mesenteroides G6PDH inhibitors, counter-screen for G6PDH-coupled screening assays, biochemical, Leuconostoc mesenteroides enzyme; Purified L. mesenteroides G6PDH, diaphorase/resazurin coupled fluorescence, 45 min; AID 1020, 2008; 200,000 compounds, 0.12% hits; glucose-6-phosphate dehydrogenase [Leuconostoc mesenteroides]; inhibition, % at 5 µM; in the data active = inhibition above about 50%
NF-kB neuron act: activators of NF-kB expression in neurons, primary screen, cell-based, HTS | human neuronal cells, NF-kB reporter expression; active compounds read high | fold change at 12.5 µM | 190,000 compounds, 1.6% hits | AID 1239, 2008; in the data active = fold change above about 3.3
FLuc inhib CS: firefly luciferase enzyme inhibitors, primary screen, artefact control for luciferase-based inhibitor screens, biochemical, luminescence, ATPLite | AID 1006, 2008 | inhibition, % at 10 µM | 10 min | 200,000 compounds, 1.5% hits;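 active = inhibition above about 50% when tested at 10 µM, limit read from the data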
Target sequence (P08659 whole entry, looked up): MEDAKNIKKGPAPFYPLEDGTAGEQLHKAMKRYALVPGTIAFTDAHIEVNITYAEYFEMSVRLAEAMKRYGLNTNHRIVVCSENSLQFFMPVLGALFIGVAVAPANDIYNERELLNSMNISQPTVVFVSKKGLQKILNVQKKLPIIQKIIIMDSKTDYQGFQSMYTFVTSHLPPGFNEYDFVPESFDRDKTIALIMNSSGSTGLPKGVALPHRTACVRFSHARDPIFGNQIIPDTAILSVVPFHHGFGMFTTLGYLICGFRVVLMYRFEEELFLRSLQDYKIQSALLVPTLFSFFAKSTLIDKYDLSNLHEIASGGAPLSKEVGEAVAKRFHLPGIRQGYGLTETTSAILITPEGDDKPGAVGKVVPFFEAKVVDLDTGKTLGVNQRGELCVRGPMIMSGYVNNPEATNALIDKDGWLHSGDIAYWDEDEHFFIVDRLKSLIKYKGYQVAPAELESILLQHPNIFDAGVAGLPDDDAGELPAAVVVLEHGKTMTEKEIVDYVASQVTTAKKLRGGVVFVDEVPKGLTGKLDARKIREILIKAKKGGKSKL
STAT1 activator: STAT1 signaling activators, primary screen, cell-based, HTS, luciferase reporter | activation (% of control), % at 5.5 µM | 200,000 compounds, 2.6% hits | NIH 3T3 STAT1-luciferase reporter, IFN-gamma, luminescence; 100% = IFN-gamma alone, no compound | AID 932, 2007;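 active = activation above the screen-wide mean activation plus 3 SD, cut at about 130% in these data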;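 also: raw ratio to IFN-gamma control signal so 100% means no change and 0% no light; values of inactives mirror those of a sister screen read the other way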
TLR4 MyD88 comp: inhibitors of TLR4-MyD88 association in cells, primary screen, cell-based, HeLa CL3-4, BLA complementation, FRET ratio; HeLa CL3-4 TLR4/MyD88 BLA complementation; Toll-like receptor 4 (Homo sapiens) + Myeloid differentiation primary response protein …; AID 861, 2007; inhibition, % at 8.4 µM; 200,000 compounds, 0.18% hits; in the data active = inhibition above about 25%;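 also: 0% = vehicle and 100% = reference inhibitor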
APP 5'UTR act: activators of APP 5'UTR luciferase reporter, primary screen, SH-SY5Y cells; SH-SY5Y APP 5'UTR luciferase reporter, luminescence; zero percent = DMSO vehicle wells; activation, % at 2 µM; 190,000 compounds, 1% hits; AID 1276, 2008;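 active = activation above a set limit, based on mean plus 3 SD of controls, cut at about 140% in these data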; also: values of inactives mirror those of a sister screen read the other way
Diaph act CS: compounds boosting diaphorase resazurin reduction – biochemical, uHTS, resorufin fluorescence, counter-screen for diaphorase-coupled primary assays, primary screen; Diaphorase/resazurin coupled assay, 16 min; active compounds read high; 1 = vehicle wells, 0 = NADH-free wells; activation factor at 20 µM; 190,000 compounds, 0.005% hits;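 active = diaphorase activity raised at least twofold by the compound at 20 µM; inactive = activation factor below 2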
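Test system: Clostridium kluyveri diaphorase, purified enzyme. Buffer or medium: 50 mM HEPES pH 7.4 buffer plus MgCl2 and Tween 20. Also added: 0.114 mM NADH and 0.1 mM resazurin, final amounts. Dosing: compound 20 µM once, DMSO 1%. Schedule: 16 min enzyme reaction, ambient temperature. Detection: fluorescence of resorufin, 544 nm excitation, 590 nm emission.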
FLuc stim CS: FLuc activators, initial screening, artefact control for FLuc-dependent activation tests, biochemical, ATPlite luminescence; Luciferin 4-monooxygenase (Photinus pyralis), P08659; ATPlite luciferase biochemical, 10 min; 0 = ATP-free wells, 1 = DMSO control; activation factor at 10 µM; 200,000 tested, under 10 active;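 active = luciferase activation factor, scaled between plate controls, of at least 2 with compound at 10 µM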
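Material: Luciferase/luciferin reagent mix; Doses: test compounds dosed from 2 mM stocks in 100% DMSO; Schedule: 10 min incubation after luciferase reagent addition, room temperature; Measured by: luminescence from luciferase reaction; Read-out: luminescence gain marking luciferase activators.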
Diaph inh CS: diaphorase inhibitors and chemical oxidizers, primary screen, counter-screen for diaphorase-coupled primary assays, biochemical, uHTS, resorufin fluorescence; diaphorase resazurin-to-resorufin fluorescence, NADH, 16 min; bacterial (C. kluyveri) enzyme, not human; inhibition, % at 20 µM; 190,000 compounds, 0.69% hits; AID 1217, 2008;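 active = primary screen inhibition at 20 µM above a set limit, cut at about 50% in these data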;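 also: plate controls were DMSO with full reaction for no effect and wells lacking NADH for full effect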
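System: Bacterial diaphorase enzyme (C. kluyveri) | Incubation: 16-min room-temperature incubation before reading | Benchmarks: No-NADH positive control and DMSO neutral control | Measured by: Resorufin fluorescence 544/590 nm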
Starred values were filed as active, the others as inactive; · = not tested or not shown. Outcome played no part in choosing rows. About 5.6% of those tested had a hit in this group.

SMILES | APP 5UTR inh | G6PDH CS | NF-kB neuron act | FLuc inhib CS | STAT1 activator | TLR4 MyD88 comp | APP 5'UTR act | Diaph act CS | FLuc stim CS | Diaph inh CS
CC1Cc2ccccc2N1C(=O)c1ccnc(C(C)(C)C)c1 (centres undefined) | 25.9 | 37.8 | 0.76 | 0.6 | 75.4 | -4.7 | -25.9 | 0.9 | 1 | 11.8
O=C(Nc1ccc(O)cc1)c1cc2ccccc2c(=O)s1 | -55.6 | 16.5 | 3 | 4.0 | 121.6 | 10.3 | 55.6 | 0.9 | 1 | 12.8
CCCC(=O)Nc1nnc(SCC(=O)Nc2ccc3c(c2)OCO3)s1 | 11.1 | 14.3 | 1.11 | -3.4 | 96.8 | 11.4 | -11.1 | 1.1 | 1 | -8.7
CN1CCN(C(CC(=O)Nc2cccc(O)c2)C(=O)O)CC1 (centres undefined) | -1.3 | 2.3 | 1 | -2.3 | 95.8 | -9.2 | 1.3 | 0.9 | 1 | 8.6
CC1=C(C(=O)Nc2ccc(C)cc2C)C(c2ccc([N+](=O)[O-])cc2)n2ncnc2N1 (centres undefined) | 4.1 | 12.5 | 0.93 | -1.4 | 97.3 | -11.6 | -4.1 | 0.9 | 1 | 5.0
Cc1oc2ccc(O)c(CN3CCOCC3)c2c1C(C)O (centres undefined) | -22.2 | 0.4 | 1.14 | -3.9 | 99.0 | 0.4 | 22.2 | 0.8 | 1 | 15.9
Brc1c(-c2ccc3c(c2)OCO3)nc2ncccn12 | -23.4 | 9.0 | 1.53 | 22.4 | 125.4 | 0.5 | 23.4 | 0.9 | 0.8 | 8.0
O=C(Nc1cccc(O)c1)c1ccccc1[N+](=O)[O-] | -7.7 | 5.1 | 0.97 | -5.9 | 98.2 | 2.9 | 7.7 | 0.8 | 1.1 | 19.7
COc1ccc(CCNC(=O)CCn2c(=O)oc3ccccc32)cc1OC | 8.7 | -13.3 | 1.22 | -7.0 | 99.5 | 5.2 | -8.7 | 0.8 | 1.1 | 17.0
CCN(C(=O)c1ccccc1)c1ccc([N+](=O)[O-])cc1 | -16.8 | 12.6 | 1.25 | -4.4 | 99.6 | -7.7 | 16.8 | 0.9 | 1 | 5.3
CC(=O)N1CCc2cc(S(=O)(=O)NC(CC(C)C)C(=O)N3CCc4ccccc4C3)ccc21 (centres undefined) | 0.6 | -2.1 | 0.89 | -0.9 | 92.7 | 4.1 | -0.6 | 0.9 | 1 | 9.6
Cc1c(C(=O)N2CCCCC2)oc2ccc(S(=O)(=O)N3CC(C)CC(C)C3)cc12 (centres undefined) | -8.3 | 0.3 | 0.78 | -4.7 | 82.9 | -7.5 | 8.3 | 0.9 | 1 | 14.8
O=C(NCc1ccco1)c1c2c(nc3ccccc13)CCC2 | -0.2 | -0.1 | 1.36 | 0.8 | 102.6 | -8.1 | 24.3 | 0.6 | 1 | 35.7
O=C(CN1CCc2ccccc2C1)c1cccs1 | -3.6 | 5.0 | 1.04 | -2.7 | 108.0 | 0.4 | 3.6 | 0.8 | 1 | 23.1
COc1ccc(NC(=O)C2CCCO2)cc1Cl (centres undefined) | -3.9 | 5.2 | 1.09 | -1.1 | 97.8 | -4.9 | 3.9 | 1 | 1 | -1.0
N#Cc1ccc(C(=O)Nc2cc(S(=O)(=O)N3CCCC3)ccc2OCC(F)(F)F)cc1 | 0.9 | -11.5 | 1.13 | -4.1 | 99.2 | -0.7 | -0.9 | 0.9 | 1 | 12.0
OCc1ccnc(Cl)c1 | 5.3 | -2.2 | 1.09 | -5.6 | 101.7 | -8.4 | -5.3 | 1 | 1.1 | 3.4
O=C(NCc1ccc2c(c1)OCO2)c1cnc2n(c1=O)CCS2 | -6.9 | 7.5 | 1.34 | 2.4 | 109.4 | 2.9 | 6.9 | 0.9 | 1 | 6.6
O=c1cc(CSc2nnc(-c3cccnc3)n2-c2ccccc2F)nc2sccn12 | -7.0 | 4.0 | 0.61 | -4.3 | 97.5 | 5.5 | 7.0 | 0.8 | 1 | 20.1
CCOC(=O)C(=O)/C(=C\N(C)C)c1onc(-c2c(Cl)cccc2Cl)c1C(=O)OC | -13.1 | 0.2 | 1.11 | 1.5 | 93.5 | -1.4 | 13.1 | 0.9 | 1 | 6.0
O=c1cc(-c2ccc(F)cc2)oc2ccccc12 | -26.2 | · | · | · | 133.0* | -8.6 | 26.2 | · | · | ·
O=P(Cc1ccccc1)(c1ccccc1)c1ccccc1 | -16.6 | 12.7 | 0.88 | 0.7 | 102.9 | 11.7 | 16.6 | 0.9 | 1 | 6.9
O=C(/C=C/c1ccccc1)CC(O)(c1ccccc1)C(F)(F)F (centres undefined) | -5.4 | 0.2 | 2.17 | -6.2 | 100.6 | 7.7 | 5.4 | 0.9 | 1.1 | 7.6
Cc1ncc(CO)c2cc(C(N)=O)c(=Nc3ccccc3)oc12 | -9.5 | 3.6 | 0.96 | -6.5 | 88.5 | 6.1 | 9.5 | 0.8 | 1.1 | 20.1
S=c1nc(-c2cccc(Br)c2)[nH][nH]1 | -3.5 | -2.6 | 1.66 | 0.7 | 99.9 | -0.8 | 3.5 | 0.8 | 1 | 24.7
Cc1cc[n+](-c2[nH]c(=O)sc2/C=N/NC([S-])=Nc2ccccc2)cc1C | 0.2 | -24.7 | 1.27 | -5.2 | 103.7 | -19.0 | -0.2 | 0.7 | 1.1 | 30.1
O=C(Cc1ccc(Cl)cc1)N1CCN(C(=O)c2ccco2)CC1 | -15.8 | 7.3 | 1.14 | -7.7 | 96.2 | 4.5 | 15.8 | 0.9 | 1.1 | 8.3
COC(=O)c1cc2sccc2n1Cc1nc(-c2ccc(OC)cc2)oc1C | -5.8 | -1.2 | 0.94 | 2.3 | 99.0 | -3.5 | 5.8 | 0.9 | 1 | 13.9
COC(=O)c1c(C)oc2ccc(N(C(=O)c3ccncc3)S(=O)(=O)c3ccc4ccccc4c3)cc12 | 4.9 | -8.5 | 0.7 | -9.0 | 99.5 | -0.9 | -4.9 | 1 | 1.1 | 4.2
Cc1cc(C=O)c(C)n1-c1cccc(C(=O)O)c1 | 16.0 | 5.1 | 1.18 | -5.2 | 95.7 | 3.5 | -16.0 | 0.9 | 1.1 | 7.9
COc1ccc(/C=C/c2ccncc2)cc1 | -49.2 | 0.9 | 1.92 | 22.2 | 143.8* | -10.3 | 49.2 | 0.8 | 0.8 | 19.6
O=C(O)c1ccccc1SCc1cn2ccccc2n1 | -11.4 | 21.2 | 0.96 | 4.1 | 102.1 | -5.0 | 11.4 | 0.9 | 1 | 12.1
CCN(CC)CCOC(=O)c1ccc(NC(=O)/C=C/c2cccs2)cc1 | 17.2 | -6.4 | 1 | 3.3 | 115.5 | 0.9 | -17.2 | 1 | 1 | 3.8
CSC1=NCCN1S(=O)(=O)c1ccccc1 | -2.8 | 14.0 | 0.94 | 1.7 | 100.7 | 1.0 | 2.8 | 1 | 1 | 3.0
COc1cc(N2CCOCC2)ccc1C=C(C#N)C#N | 5.4 | 20.8 | 1.19 | -6.5 | 99.6 | 4.0 | -5.4 | 0.9 | 1.1 | 12.1
CCOC(=O)C(=O)Nc1ccccc1C(=O)OC | -13.6 | 18.9 | 1.06 | 0.5 | 109.2 | -7.4 | 13.6 | 0.9 | 1 | 6.4
Cc1cccc(N2CCN(C(=O)CCNS(=O)(=O)c3ccc4c(c3)CCC(=O)N4)CC2)c1C | 4.2 | -26.6 | 0.79 | -10.6 | 91.5 | -2.9 | -4.2 | 0.9 | 1.1 | 12.1
Cc1nc(C(F)(F)F)nc(Nc2ccc(N=Nc3ccccc3)cc2)c1C#N | 0.2 | 3.7 | 1.36 | -3.2 | 101.2 | 13.1 | -0.2 | 0.9 | 1 | 6.0
CC(=O)C1=NN(c2ccccc2)C(c2ccc3c(c2)OCO3)N1c1ccc(N2CCOCC2)cc1 (centres undefined) | -6.7 | 4.3 | 0.81 | -6.2 | 103.5 | -6.2 | 6.7 | 0.7 | 1.1 | 26.4
CCOC(=O)c1[nH]c(=O)[nH]c1CSc1ccccn1 | -24.1 | 2.7 | 1.27 | -4.5 | 87.9 | -5.3 | 24.1 | 0.9 | 1 | 8.1
O=C(COc1ccc(Cl)cc1)N1CCN(S(=O)(=O)c2ccccc2)CC1 | · | 4.4 | 1 | -3.0 | 78.5 | 2.4 | · | 1 | 1 | 4.8
Cc1nnsc1NC(=O)OCc1ccccc1Cl | 2.6 | 5.4 | 1.05 | -2.7 | 91.2 | 2.1 | -2.6 | 0.9 | 1 | 14.3
C=CCn1c(SCC(=O)c2ccccc2)nnc1-c1ccc2c(c1)OCO2 | -8.0 | 1.7 | 1.09 | 0.0 | 95.5 | 7.5 | 8.0 | 0.9 | 1 | 14.2
CCN(CC)C(=O)c1sc(NC(=O)Cc2ccccc2)c(C#N)c1C | 3.4 | 7.2 | 1.41 | -1.5 | 100.2 | -7.2 | -3.4 | 1 | 1 | -4.6
N#Cc1c(C(F)(F)F)cc(-c2ccc(F)cc2)nc1SCC(=O)O | -2.0 | 4.7 | 1.15 | -4.5 | 102.1 | -9.1 | 2.0 | 0.9 | 1 | 8.7
O=C(Nc1ccccc1-c1ccccc1)C1CCCN(c2ncccn2)C1 (centres undefined) | -3.8 | -3.0 | 0.72 | -3.0 | 105.4 | -18.4 | 3.8 | 0.8 | 1 | 15.4

Record cards, from the list above.
O=C(Nc1ccccc1-c1ccccc1)C1CCCN(c2ncccn2)C1 (centres undefined) is listed as APP 5UTR inh: -3.8; G6PDH CS: -3.0; NF-kB neuron act: 0.72; FLuc inhib CS: -3.0; STAT1 activator: 105.4; TLR4 MyD88 comp: -18.4; APP 5'UTR act: 3.8; Diaph act CS: 0.8; FLuc stim CS: 1; Diaph inh CS: 15.4
O=C(COc1ccc(Cl)cc1)N1CCN(S(=O)(=O)c2ccccc2)CC1 is listed as APP 5UTR inh: ·; G6PDH CS: 4.4; NF-kB neuron act: 1; FLuc inhib CS: -3.0; STAT1 activator: 78.5; TLR4 MyD88 comp: 2.4; APP 5'UTR act: ·; Diaph act CS: 1; FLuc stim CS: 1; Diaph inh CS: 4.8
